Rac1 GTP hydrolysis: MgcRacGAP GTPase-activating activity inhibitors, confirmation, biochemical, ADP Hunter fluorescence | AID 624330 | MgcRacGAP-stimulated Rac1 GTP hydrolysis, ADP Hunter fluorescence; higher % means a stronger effect; GST-tagged Rac1 F28L mutant substrate | inhibition, % at 30 µM, or IC50 in µM where a hit was titrated | 340,000 tested, 0.6% active;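 active = first-screen hits whose inhibition reached a set limit at any dose in the follow-up dose series; inconclusive = inhibition above the set first-screen limit but never retested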;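 note: fluorescence reports GDP produced by GAP-driven GTP hydrolysis; strong numbers were not always called active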
Myeloid diff MLP: myeloid differentiation induction; 360,000 tested, 1% active; ER-HoxA9 myeloid progenitors, lysozyme-GFP differentiation, flow cytometry; calls only at 10 µM;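 active = normalized GFP-positive differentiation at or above the plate's own cutoff, the solvent-only control mean plus 3 SD; inconclusive = no clear call, values can overlap the other calls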;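 note: cells exposed to compound for four days before flow analysis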
NTR1 ag: NTR1-driven beta-arrestin-GFP spot formation – imaging, U2OS cells, high content, primary screen (AID 493036). P30989. agonist mode. activation, % at 20 µM. 330,000 tested, 0.17% active;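 active = activation at or above 40% of the spot to cytoplasm intensity ratio, with at least 20 cells analyzed; inconclusive = wells under 20 cells, flagged as cytotoxic or low count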;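 note: 0% = DMSO without peptide and 100% = 100 nM NTR1 peptide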
Target sequence (P30989 whole entry, looked up): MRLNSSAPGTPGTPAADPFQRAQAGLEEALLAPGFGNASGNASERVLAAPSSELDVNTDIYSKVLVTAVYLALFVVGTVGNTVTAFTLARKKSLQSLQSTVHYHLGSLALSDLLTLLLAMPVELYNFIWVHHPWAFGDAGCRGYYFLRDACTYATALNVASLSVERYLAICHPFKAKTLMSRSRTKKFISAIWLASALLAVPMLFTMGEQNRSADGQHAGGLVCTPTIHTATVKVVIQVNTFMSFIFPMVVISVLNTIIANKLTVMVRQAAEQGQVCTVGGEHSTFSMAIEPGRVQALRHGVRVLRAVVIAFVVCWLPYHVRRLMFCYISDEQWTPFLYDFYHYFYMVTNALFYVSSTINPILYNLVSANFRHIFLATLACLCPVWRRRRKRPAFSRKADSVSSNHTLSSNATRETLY
TNAP activation fold: human TNAP enzyme activators, primary screen, biochemical, luminescent, no phosphate acceptor, uHTS (AID 1001); 200,000 tested, 0.03% active; activation fold at 20 µM, or EC50 in µM where a hit was titrated; purified TNAP, luminescent activation assay, no phosphate acceptor; higher activation fold means a stronger effect; in the data active = activation fold from about 3, or a potency from the dose series; inactive = the rest, 99 in 100 with activation fold below about 1.6; note: many of its hits are not listed in these tables
T cell HTS: T cell immune modulators affecting CD8 T cell-vesicle binding | calls only at 7 µM | 330,000 tested, 0.068% active | 2C CD8+ T cell-vesicle binding, flow cytometry; hits give low values;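 active = response, share of CD8 T cells binding vesicles, and their 90th percentile fluorescence all below set limits, cut at about 80% in these data, passing the limit was not always enough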
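Material: murine 2C transgenic CD8+ T lymphocytes / Also added: QL9-peptide-loaded Drosophila micro-vesicles bearing Ld, ICAM-1 and B7-1 / Schedule: binding step 1.5 h, 37 °C, antibody labelling 20 min, ice / Signal: flow cytometry, PE anti-B7-1 (FL2) versus Alexa647 anti-CD8 (FL8), PFA-fixed / Evaluation: percent CD8+ FL2 mean versus row control / Benchmarks: naked versus QL9-loaded vesicles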
Large T inhibition: TAg ATPase/helicase activity blockers – biochemical (AID 1903) | SV40 large T antigen ATPase/helicase inhibition assay; higher % means a stronger effect | one-dose inhibition, % at 20 µM; IC50 in µM for titrated hits | 310,000 tested, 0.39% active; in the data active = a potency from the dose series; inconclusive = inhibition mostly from about 32% at the one dose, without a potency; inactive = the rest, 99 in 100 with inhibition below about 32%; note: strong numbers were not always called active
UTI89 phage lysis: inhibition of K1F phage lysis, E. coli UTI89, bacterial capsule biogenesis inhibitors, alamar blue (AID 488966) | E. coli UTI89 K1F phage lysis, alamar blue, 2 h; higher % means a stronger effect | one-dose inhibition, % at 100 µM; IC50 in µM for titrated hits | 340,000 tested, 0.02% active;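 active = phage lysis inhibition, versus mean bacterial control, above a set limit; inconclusive = no clear call, values can overlap the other calls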;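 note: capsule biogenesis inhibitors block K1F phage lysis so surviving cells raise fluorescence; higher fluorescence means more inhibition of phage lysis; actives were called in the ten point dose series up to 300 µM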
RSV antiviral HEp-2: inhibition of RSV-induced cytopathic effect – HEp-2 cells, primary 10 µM value included (AID 2391); HEp-2 cells, RSV-induced CPE inhibition; higher % means a stronger effect; CPE inhibition, % at 10 µM; hits with a dose series show IC50 in µM; 310,000 tested, 0.13% active; in the data active = a potency from the dose series; inconclusive = CPE inhibition mostly from about 23% at the one dose, without a potency; inactive = the rest, 99 in 100 with CPE inhibition below about 21%; note: strong numbers were not always called active
Salmonella PhoP GFP: PhoP-dependent GFP reporter repression – Salmonella Typhimurium, primary screen (AID 1863). inhibition, % at 50 µM; hits with a dose series show IC50 in µM. S. Typhimurium PhoP-regulated promoter GFP reporter, 4 h; higher % means a stronger effect. 300,000 tested, 0.16% active;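 active = inhibition over 29.93%, a cutoff 3 SD above the screen mean, later confirmed by dose response; inconclusive = inhibition over 29.93% but no dose response follow-up; inactive = inhibition at most 29.93% or unconfirmed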;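 note: 0% = low Mg2+ inducing control and 100% = high Mg2+ repressing control; strong numbers were not always called active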
T cell HTS vesicle-bound %: further read-out of T cell HTS, marked with its call; double positive events, %; measured here: CD8+ vesicle-bound cell fraction;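 binding gate set so that unloaded-vesicle control wells show 10% double positive cells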
NTR1 ag cell count 20 µM: further read-out of NTR1 ag, marked with its call; cell count; measured here: cell count, cytotoxicity flag
Myeloid diff MLP GFP+ MAC1+ %: further read-out of Myeloid diff MLP, marked with its call; GFP+ MAC1+ double positive, %; measured here: differentiation confirmed by MAC1 staining
Active calls of the source: *; i = inactive; ? = inconclusive; . = no result given; + = active, no number; & = joins results of further samples; [ ] = dose if it differs, or a comment.

SMILES | Rac1 GTP hydrolysis | Myeloid diff MLP | Myeloid diff MLP GFP+ MAC1+ % | NTR1 ag | NTR1 ag cell count 20 µM | TNAP activation fold | T cell HTS | T cell HTS vesicle-bound % | Large T inhibition | UTI89 phage lysis | RSV antiviral HEp-2 | Salmonella PhoP GFP
COc1cccc(-c2ncc3ccccc3c2COC(=O)N2CCOCC2)c1 | 9.9% | i | 2.6 | 2.4 | 57 | . | i | 16.1 | . | 2.2% | 1.8% | .
CCC(Oc1ccccc1)C(=O)O/N=C(\N)c1ccc(OC)c(OC)c1 (centres undefined) | 10.3% | i | 0.4 | -0.9 | 89 | 0.9 | i | 55.6 | 13.1% | 0.0% | 2.5% | 3.5%
Nc1ccc2nc(CCc3ccccc3)[nH]c2c1 | ? | i | 0.5 | -1.2 | 48 | 1.1 | i | 54.3 | ? | 2.4%[50 µM] | 0.1% | -16.7%
Oc1cccc(-c2nc3ccc4ccccc4c3c3c2CCC3)c1 | 9.2% | i | 0.4 | 39.6 | 35 | 1 | i | 59.5 | 4.2% | -0.9% | -5.0% | 10.9%
OC(COCC1COc2ccccc2O1)CN1CCN(c2ccccn2)CC1 (centres undefined) | 0.2%&6.2% | i | 1.4&0.6 | -0.8 | 68 | 1.1 | i | 40.6 | -0.5% | -3.0%&0.3% | 0.3% | 22.1%
O=C(CSc1ccc2ccccc2c1)Nc1ncccn1 | 8.2% | i | 0.3 | -0.7 | 52 | 1 | i | 45.4 | 8.0% | 1.2% | 1.5% | -21.1%
CCOC(=O)C1=C(N)n2c(s/c(=C\c3cccnc3)c2=O)=C(C(=O)OC)C1c1cccnc1 (centres undefined) | 4.0% | i | 0.9 | 2.7 | 75 | . | i | 35.8 | . | 1.9% | 2.5% | .
Cn1nccc1NC(=O)Nc1cccc([N+](=O)[O-])c1 | -6.4% | i | 0.2 | 0.0 | 43 | . | i | 50.9 | 11.8% | -0.4% | 0.2% | 1.4%
O=C(NCCc1ccc(Cl)cc1)C1CCN(S(=O)(=O)N2CCCC2)CC1 | 4.9% | i | 8.4 | 1.2 | 47 | 1.1 | i | 23.2 | 4.9% | 0.3% | 0.5% | -7.5%
COc1ccc(Cn2nnc3c(C)n[nH]c(=O)c32)cc1 | 1.3% | i | 0.5 | 1.3 | 87 | . | i | 34.9 | 21.4% | 0.2% | 1.5% | -1.5%
COc1cccc(-c2nc3ccc([N+](=O)[O-])cc3o2)c1 | -3.1% | . | . | 2.4 | 60 | 1 | i | 32.9 | 6.8% | -0.1% | 0.1% | 4.4%
Cc1ccc(S(=O)(=O)N2CCN(Cc3nc4ccccc4[nH]3)CC2)cc1C | 9.8% | i | 0.8 | -1.4 | 40 | 1.2 | i | 39.6 | 1.9% | 1.2% | 0.0% | -17.2%
CSc1sc(C)cc1C1C(C#N)=C(N)N(c2cccnc2)C2=C1C(=O)CCC2 (centres undefined) | 11.7% | ? | . | 0.5 | 45 | 0.9 | i | 32.3 | 6.4% | 0.2%[50 µM] | 1.2% | 2.0%
Cc1ccc(S(=O)(=O)NCCNC(=O)CN2CCCC2)cc1 | 7.0% | i | 0.1 | -1.4 | 94 | 1 | i | 9.8 | 0.8% | 0.5% | 1.6% | 3.6%
O=C(NC(Cc1c[nH]c2ccccc12)C(=O)N/N=C/c1cccc2ccccc12)c1cccs1 (centres undefined) | 4.2% | i | 0.1 | 1.8 | 79 | 1.2 | i | 64.8 | 2.6% | 0.5% | 18.5% | 9.4%
Cc1ccc(C2C3CN(C(C)C)CC=C3C(C#N)=C(N)C2(C#N)C#N)cc1 (centres undefined) | -3.1% | + | 1.7* | -4.2 | 92 | 1.1 | i | 46.9 | 9.0% | 1.4% | 1.3% | -49.6%
COc1ccc2c(c1)OC(O)(C(F)F)CC2=O (centres undefined) | 1.4% | i | 10.1 | -1.0 | 47 | 1 | i | 4.8 | 11.8% | 0.2% | 1.9% | 12.9%
CCCCN(C)C(=O)c1nc2ccccn2c1CN1CCN(C/C=C/c2ccccc2)CC1 | 11.9% | i | 0.2 | -1.8 | 69 | 1.1 | i | 51.4 | -2.3% | 0.1% | 0.9% | -7.6%
CC(C)Cn1c(N)c(C(=O)COC(=O)c2cc(C(F)(F)F)nc3c(C(F)(F)F)cccc23)c(=O)n(C)c1=O | . | . | . | -1.3 | 93 | 1.1 | i | 18.4 | 4.2% | . | 8.0% | 3.8%
Clc1nc(-c2cccnc2)nc2scc(-c3ccccc3)c12 | -1.1% | i | 0.2 | 11.0 | 68 | 1 | i | 58.0 | 6.0% | 0.6% | 4.0% | 9.0%
O=S(=O)(NCc1cccnc1)c1ccc(Cl)s1 | -3.4% | i | 1.6 | -0.3 | 103 | 1 | i | 25.8 | 5.4% | 0.5% | -0.7% | 7.6%
COc1ccc2cc3cc(C(=O)Nc4cc(OC)c(OC)c(OC)c4)oc3nc2c1 | 8.1% | i | 0.8 | 2.2 | 92 | 1.1 | i | 56.9 | 10.9% | 0.6% | 12.2% | -9.3%
O=C(Nc1ccc(C(=O)OC[C@@H]2CCCN3CCCC[C@H]23)cc1)c1cccc(Br)c1 | -11.9% | i | 0.2 | 5.0 | 70 | 1.1 | i | 51.2 | 6.8% | 0.7%[50 µM] | 18.1% | 3.1%
O=C(CNC(=O)c1cccs1)c1ccc(Br)cc1 | 8.7% | i | 0.9 | -1.1 | 42 | . | i | 27.2 | 25.1% | 0.5% | 3.6% | 1.1%
COc1ccc(C(=O)Nc2cccc(C(C)=O)c2)c(OC)c1OC | 5.0% | i | 0.4 | -8.0 | 42 | 1.1 | i | 25.8 | 1.5% | 3.6% | -0.2% | 5.2%
Cc1c(C(=O)O)sc2nc3n(c(=O)c12)CCCCC3 | 0.7% | i | 1.9 | -5.7 | 78 | 1.1 | i | 34.7 | 3.1% | 1.9% | 1.5% | -3.3%
COc1ccc(C(=O)Nc2ccc(NC(=O)c3cccs3)cn2)cc1 | 5.3% | i | 1.0 | 0.1 | 52 | . | i | 22.4 | 6.9% | 0.5% | 2.5% | -0.1%
O=C(CSc1nnc(NC(=O)c2cccc(Br)c2)s1)NCC1CCCO1 (centres undefined) | -4.7% | i | 8.3 | -0.2 | 43 | . | i | 21.5 | 21.0% | 0.5%[50 µM] | 1.6% | 0.6%
Cc1cc(-c2ccccc2)nc2cc(C(=O)N(Cc3ccccc3)Cc3ccccc3)nn12 | 14.7% | i | 0.8 | 9.7 | 46 | 1.1 | i | 14.8 | 8.4% | -0.1% | 2.6% | 3.1%
COc1ccc(S(=O)(=O)c2c(O)cc(C)c(NS(=O)(=O)c3ccccc3)c2C)cc1 | 9.2% | i | 0.7 | . | . | . | i | 14.5 | -0.7% | 0.3% | ? | 2.2%
O=C(CSc1nnc(-c2ccccc2F)o1)Nc1ccc(N2CCOCC2)cc1 | 4.2% | i | 0.5 | 1.8 | 71 | . | i | 45.0 | . | 0.9%[50 µM] | -0.1% | .
CCOc1ccc(C2=Nc3ccc(Br)cc3C(c3ccc(N4CCOCC4)cc3)=NN2)cc1 | 0.8% | i | 0.6 | -1.2 | 63 | 1 | i | 41.1 | 3.9% | 6.8% | 7.3% | 5.9%
CN(CC1COCCO1)C(=O)c1cc(COc2c(F)cccc2F)on1 (centres undefined) | 0.2% | i | 0.6 | 2.1 | 78 | . | i | 36.2 | 21.2% | 0.7% | -0.1% | -4.0%
O=c1ccccn1CCOc1ccc(Cl)cc1 | 3.8% | i | 0.4 | -0.4 | 51 | . | i | 17.2 | 4.8% | 0.9% | 2.1% | -8.2%
COc1ccc(N(C)S(=O)(=O)c2c(C)[nH]c(=O)[nH]c2=O)c(OC)c1 | 7.6% | i | 1.4 | -0.1 | 53 | 0.9 | i | 52.5 | 12.0% | 1.2% | -0.8% | -16.1%
O=C(NCc1ccccc1F)c1cccc(S(=O)(=O)NCc2ccccc2)c1 | 11.5% | i | 0.8 | -0.4 | 54 | . | i | 6.2 | -0.7% | 0.1% | 4.3% | -3.9%
O=C(NNC(=O)c1cnccn1)c1cccc([N+](=O)[O-])c1 | 6.3% | i | 4.8 | 0.9 | 77 | 2.4 | i | 20.4 | 6.0% | -4.7% | -0.1% | 5.1%
O=C(CSc1nnnn1-c1cccnc1)Nc1ccc(OCc2ccccc2)cc1 | 3.9% | i | 2.2 | 3.6 | 67 | 1 | i | 20.3 | 1.0% | 1.9% | 7.5% | -8.0%
COc1ccc(-n2c(=S)[nH]c3cc(C(=O)Nc4ccc(OC)c(OC)c4)ccc3c2=O)cc1 | 6.1% | i | 0.7 | . | . | 1.2 | i | 48.0 | 6.6% | 1.8%[50 µM] | 1.8% | 23.7%
O=c1c2ccccc2[nH]c(=S)n1CCc1ccccc1 | 0.8% | i | 0.4 | 3.1 | 36 | 1.1 | i | 48.1 | 8.7% | 3.5% | 4.9% | -28.0%
Oc1ccccc1Nc1nc(-c2ccccc2O)nc2ccccc12 | 3.9% | i | 0.2 | 6.0 | 75 | . | i | 11.2 | 3.0% | 3.5%[50 µM] | 0.0% | 1.9%
CC(C)(C)OC(=O)N1CCN(C(=O)c2[nH]cnc2C(=O)Nc2ccon2)CC1 | 1.6% | i | 0.3 | 1.6 | 63 | . | i | 34.0 | . | -1.6% | 1.0% | .
O=C(Nc1ccc(F)cc1)c1ccc(S(=O)(=O)NCC2CCCO2)cc1 (centres undefined) | 1.4% | i | 1.2 | 3.1 | 53 | 1.2 | i | 25.5 | 3.8% | 2.2% | 14.3% | 2.6%
COc1ccc(CCNC(=O)CN(C2CCCCC2)S(C)(=O)=O)cc1 | 8.1% | i | 0.0 | 1.0 | 62 | 1.1 | i | 57.7 | 4.6% | 0.7% | 2.2% | -6.8%
CCOc1cc(N2CCOCC2)c(OCC)cc1NC(=O)Cn1cnnn1 | 4.4% | i | 0.1 | -1.0 | 37 | . | i | 33.3 | . | 0.6%[50 µM] | . | .
COc1ccc(NC(=O)Nc2cc(C)cc(C)c2)cn1 | 5.5% | i | 0.4 | -0.9 | 37 | . | i | 20.8 | 7.0% | -0.1% | 2.5% | -18.9%
